CF NFkB inh: inhibitors of PAF-induced NF-kB signaling, primary screen, cell-based, GFP fluorescence, uHTS | AID 588850, 2011 | 0.86% of 360,000 active | KKLEB NF-kB-GFP reporter, GFP fluorescence overnight | inhibition, % at 5 µM;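 active = at least 50% inhibition at 5 µM, scaled per plate between neutral and stimulator controls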;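 also: PAF is a Pseudomonas aeruginosa culture filtrate used as stimulus; plate controls were PAF-stimulated DMSO wells for no effect and unstimulated DMSO wells for full effect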
iPSC survival up: enhancers of single-cell hiPSC survival, primary screen, ATPlite luminescence; 100% = ROCK inhibitor wells, 0% = DMSO; survival enhancement, % at 20 µM; 0.044% of 360,000 active; AID 602274, 2012; in the data active = survival enhancement above about 18%;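 also: cells exposed to compounds for 16 hours before the ATP read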
MITF TRPM1 inh: inhibitors of MITF-dependent TRPM1 promoter reporter, primary screen, cell-based, SK-MEL-5, single point, luciferase; SK-MEL-5 TRPM1 promoter luciferase, 24 h; inhibition, % at 12.5 µM; 0.83% of 330,000 active; AID 488899, 2010;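 active = mean inhibition across replicates of 60% or more, whatever share of single replicates reaches that level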; also: values of inactives mirror those of a sister screen read the other way
NR2E3 ag-1: NR2E3 agonists in two-hybrid cells, primary screen, cell-based, luminescence, CHO-S, Gal4-NCOR/VP16-NR2E3. Photoreceptor-specific nuclear receptor (Homo sapiens), Q9Y5X4. luciferase. inhibition of corepressor binding, % at 3.98 µM. 0.35% of 360,000 active. AID 602229, 2012;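 active = inhibition above the mean of all tested compounds plus 3 SD, cut at about 70% in these data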;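 also: 0% = DMSO with NR2E3 transfected cells and 100% = cells lacking NR2E3 construct; higher means lower luciferase signal from less NR2E3 corepressor binding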
Target sequence (Q9Y5X4 whole entry, looked up, the tested form may be a part): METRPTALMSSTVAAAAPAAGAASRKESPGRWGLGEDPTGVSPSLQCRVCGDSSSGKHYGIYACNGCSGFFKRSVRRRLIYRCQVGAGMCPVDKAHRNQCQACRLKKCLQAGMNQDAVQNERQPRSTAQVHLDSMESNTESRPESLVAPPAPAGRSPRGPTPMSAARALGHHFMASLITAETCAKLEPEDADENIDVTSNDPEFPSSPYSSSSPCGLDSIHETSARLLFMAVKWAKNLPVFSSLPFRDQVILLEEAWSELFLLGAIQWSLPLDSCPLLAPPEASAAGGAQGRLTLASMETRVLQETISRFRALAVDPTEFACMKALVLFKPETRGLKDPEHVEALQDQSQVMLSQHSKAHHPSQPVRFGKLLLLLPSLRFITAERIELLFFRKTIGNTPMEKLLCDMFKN
HIF-2a block: HIF-2a reporter inhibitors, primary screen, luminescence, 786-0 RCC cells; 786-0 RCC cells HIF-2a reporter, luciferase luminescence, overnight; 0.72% of 360,000 active; AID 624352, 2012; inhibition, % at 18.8 µM;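 active = inhibition of the luminescence signal of 40% or more relative to plate controls, in a single-dose primary screen at 18.75 µM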
EBV LMP1 NFkB: EBV LMP1-driven NF-kappaB luciferase reporter inhibitors, primary screen, cell-based, luminescence, single point. LMP1-induced NF-kappaB luciferase reporter cells. inhibition, % at 12.5 µM. 0.69% of 350,000 active. AID 504558, 2011; in the data active = inhibition above about 41%;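 also: 0% = neutral control wells and 100% = reference inhibitor control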
Shn3 3UTR inh: reduction of Shn3 3'UTR firefly luciferase signal, primary screen, Schnurri-3 inhibitor project, cell-based, Clone20 osteoblasts, set 2. 0.52% of 360,000 active. inhibition, % at 12.5 µM. Clone20 osteoblast Shn3 3'UTR firefly luciferase, 24 h;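 active = mean inhibition of at least 75% with every replicate also reaching 75%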;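 also: 0% = median of neutral control wells and 100% = pilot-screen positive control compound; some compounds past the cut are filed as inactive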
Peg3 promoter: Peg3 promoter-driven luciferase inhibitors, primary screen, cell-based, HeLa, luciferase luminescence | inhibition, % at 20 µM | 1.7% of 360,000 active | AID 588405, 2011 | HeLa PEG-Prom luciferase reporter, overnight;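 active = inhibition of at least 50% at 20 µM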
NR2E3 ag-2: inhibitors of NR2E3-RetCOR corepressor binding, primary screen, NR2E3 agonist project, biochemical, TR-FRET, GST-NR2E3, biotin-RetCOR | Photoreceptor-specific nuclear receptor (Homo sapiens), Q9Y5X4 | 1536-well | inhibition of corepressor binding, % at 4.78 µM | 0.12% of 320,000 active | AID 2300, 2010;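 active = percent inhibition above the cutoff of mean plus 3 SD of all tested compounds, set per screening campaign, cut at about 20% in these data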;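 also: 0% = DMSO wells and 100% = biotin wells as full block of FRET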
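Test system: GST-NR2E3 and biotin-RetCOR proteins | Quantity: 1.35 nM GST-tagged NR2E3 final | Medium: Tris pH 7.5 | Also added: 7 nM biotin-RetCOR | Dosing: Compound at 4.8 µM, single dose | Timing: 5 h at 4 °C | Detection: Time-resolved FRET | Read-out basis: Percent inhibition | Benchmarks: Biotin wells as high control, 0.6% DMSO wells as low control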
KKLEB cytotox: cytotoxicity in KKLEB CF airway cells, primary screen, cytotoxicity control for CF NF-kB inhibitor project, cell-based, uHTS, fluorescence assay plates; KKLEB CF airway cells viability, ATPlite luminescence, overnight; active compounds read low; cells stimulated with P. aeruginosa culture filtrate; activity change (cytotoxicity), % at 5 µM; 0.36% of 360,000 active;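 active = corrected activity change at or below -50% at 5 µM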
TRAIL sens C8: viability loss with TRAIL in NB7+C8 cells, primary screen, TRAIL sensitizer project, cell-based, ATPlite luminescence. 1% of 360,000 active. inhibition (viability loss, TRAIL sensitization), % at 10 µM;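 active = compounds causing at least 50% loss of cell viability in the single-dose screen, relative to plate controls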
* = called active by the depositor; · = not tested or not shown; & = joins results of further samples. The list is partial; count on the stated rates, not on these rows.

SMILES	CF NFkB inh	iPSC survival up	MITF TRPM1 inh	NR2E3 ag-1	HIF-2a block	EBV LMP1 NFkB	Shn3 3UTR inh	Peg3 promoter	NR2E3 ag-2	KKLEB cytotox	TRAIL sens C8
COC(=O)c1ccccc1NC(=O)C1CC(c2ccc(F)cc2)=NO1 (stereo not given)	-8	-0.8	-6	-5	-3	-4	13	-2	3	6	0
COc1ccc(CCNC(=O)c2cc(-c3ccc(C)c(C)c3O)n[nH]2)cc1OC	-1	2.7	-14	-21	-2	9	20	9	1	-14	-6
O=C(CCCN1C(=O)C(=Cc2ccc3c(c2)OCO3)SC1=S)Nc1ccc(C(=O)O)c(O)c1	-30	7.9	·	50	51*	·	-1	-5	·	10	11
COCOCCn1cc(CN2CCS(=O)(=O)N(Cc3ccc(-c4ccc(Cl)nc4)cc3)C(CC(C)C)C2=O)nn1 (stereo not given)	-6	-1.0	·	-40	-144	1	-16	-53	·	0	3
CC(NS(=O)(=O)c1ccc2c(c1)C(=O)c1cc(S(=O)(=O)NC(C)C(=O)O)ccc1-2)C(=O)O (stereo not given)	-7	0.1	-5	-24	1	4	-17	5	1	18	-14
COc1ccc(NC(=O)c2ccc3c(c2)S(=O)(=O)c2ccccc2C3=O)cc1	19	2.1	-7	14	-10	7	1	16	1	-25	-15
CCCC(=O)Nc1ncnc2c1ncn2[C@@H]1O[C@@H]2COP(=O)(O)O[C@H]2[C@H]1OC(=O)CCC	-8&-12	1.3&2.3	-6&-14	3&-23	8&12	9&9	-1&6	-5&-1	2	-3&-7	-9&-1
COc1ccc(C(=O)NCCS(=O)(=O)N2CCOCC2)cc1	-11	0.1	-5	-14	4	2	-6	0	-1	14	-4
CCN(C[C@H]1N[C@@](Cc2ccccc2)(C(=O)OC)[C@H]2C(=O)N(Cc3ccccc3)C(=O)[C@@H]12)S(=O)(=O)c1ccc(C(F)(F)F)cc1	21	-0.4	7	-49	0	5	39	-2	·	3	14
Cc1ccc(SCCC(=O)N2CCN(S(=O)(=O)c3ccccc3)CC2)cc1	17	0.1	9	-2	8	4	7	30	2	8	7
CSC1=NCCN1C(=O)c1c(-c2c(F)cccc2Cl)noc1C	0	-0.1	-6	-7	11	0	-24	17	0	-2	-8
CN(C)Cc1c(O)ccc2ccccc12	-4	1.3	9	-45	10	-2	15	-2	2	-9	-18
COC(=O)c1cc(C)nc(Nc2nc(C(N)Cc3ccc(F)cc3)cs2)n1 (stereo not given)	9	-2.7	·	-38	16	·	-3	-12	·	-1	-14
O=S(=O)(c1ccccc1)N1CCN(C(=S)NC2CCCC2)CC1	-2	0.4	4	-8	12	·	9	9	·	3	4
O=C1/C(=C\c2cccnc2)SC(=S)N1c1ccc(F)cc1	-5	0.1	-4	-20	-9	-1	4	-1	2	2	-10
CC1CCc2c(ccc3ccccc23)C1=O (stereo not given)	-5	1.6	-10	13	-56	-12	-3	-68	·	1	9
CC(=O)Nc1ccc(NS(=O)(=O)c2ccc(CN3C(=O)c4cccnc4C3=O)cc2)cc1	-9	-0.2	7	-21	4	-4	7	-7	3	7	-8
CC(C)CN(C(=O)/C=C/c1nc2ccccc2s1)C1CCS(=O)(=O)C1 (stereo not given)	-1	0.0	10	-37	-5	-2	10	2	6	-9	-23
O=C(CSc1nnc(CNc2ccc(F)cc2)n1Cc1ccco1)N1CCOCC1	-7	-3.1	-2	-23	4	9	8	10	4	1	-2
CCOCc1c(C(=O)N2CCN(Cc3ccc(Br)s3)CC2)oc2ccccc12	10	0.6	25	-14	2	6	6	-24	-1	-28	-1

A section of the results above, for reference:
SMILES	CF NFkB inh	iPSC survival up	MITF TRPM1 inh	NR2E3 ag-1	HIF-2a block	EBV LMP1 NFkB	Shn3 3UTR inh	Peg3 promoter	NR2E3 ag-2	KKLEB cytotox	TRAIL sens C8
O=C(CSc1nnc(CNc2ccc(F)cc2)n1Cc1ccco1)N1CCOCC1	-7	-3.1	-2	-23	4	9	8	10	4	1	-2
CCOCc1c(C(=O)N2CCN(Cc3ccc(Br)s3)CC2)oc2ccccc12	10	0.6	25	-14	2	6	6	-24	-1	-28	-1

Next part:
SMILES	CF NFkB inh	iPSC survival up	MITF TRPM1 inh	NR2E3 ag-1	HIF-2a block	EBV LMP1 NFkB	Shn3 3UTR inh	Peg3 promoter	NR2E3 ag-2	KKLEB cytotox	TRAIL sens C8
CCN(CC)c1ccc(S(=O)(=O)N2CCOCC2)cc1NC(=O)COC(=O)/C=C/c1ccc(C)o1	39	-0.4	-1	2	6	-4	-6	24	4	-13	24
COc1ccc(N2CCN(Cc3oc(CO)cc(=O)c3O)CC2)cc1	10	1.4	7	8	6	-4	-1	-1	-1	-9	-8
Cc1c(C)[n+](=O)c2c(n1[O-])C(Br)CCC2Br (stereo not given)	2	-0.5	4	-25	12	-3	4	9	-1	1	-1
CC(CN1C(C)CCCC1C)OC(=O)c1ccccc1Cl (stereo not given)	-5	0.7	6	-16	7	8	-7	-10	0	0	0
CCCCN1C(=O)/C(=C2/Sc3ccccc3N2C)S/C1=N\c1ncn[nH]1	-5	0.1	13	-3	-13	5	59	38	-1	4	8
O=c1cc(O)n(Cc2ccc(F)cc2)c(=O)[nH]1	13	-0.6	0	-35	7	20	2	3	·	8	-3
C#Cc1ccc([C@@H]2C=C(C(=O)O)O[C@H](OCC)[C@H]2CCCO)cc1	-11	3.6	-4	-6	-3	1	0	1	0	6	-16
Cc1onc(-c2ccccc2Cl)c1C(=O)OCN1C(=O)c2ccccc2C1=O	-5	1.1	10	4	12	8	4	-5	4	1	-17
COCCC(C(=O)Oc1c(C(C)(C)C)cc(C)cc1C(C)(C)C)c1ccccc1 (stereo not given)	34	6.4	-6	12	4	7	-6	21	3	6	-5
CCCCCn1c(SCCN2CCOCC2)nc2c1c(=O)[nH]c(=O)n2C	-14	3.3	12	-15	24	4	·	9	3	2	4
CC(C)OC(=O)CCc1nc2ccccc2[nH]c1=O	7	-1.5	-3	-17	15	3	8	-3	-3	-4	-8
CN(c1ccc(-c2csc(NC(=O)CCCc3nc4ccccc4c(=O)[nH]3)n2)cc1)S(C)(=O)=O	-10	4.3	·	-5	-19	6	-20	12	·	3	7
CCN(CC)CCn1c2c(c(SCC(=O)Nc3nc(C)cs3)nc1=O)CCC2	12	-0.4	-4	-27	17	12	2	2	-1	3	-6
CC(/C=N\NC(=O)c1ccc2c(c1)OCO2)c1ccccc1 (stereo not given)	6	-0.5	3	-86	-26	-16	7	-12	-1	10	-19
CC1=C(C(=O)N(C(C)C)C(C)C)CC(CC(=O)NC(c2ccccc2)c2ccccc2)C(=O)N1Cc1ccc(C(C)(C)C)cc1 (stereo not given)	-6	1.1	·	41	-30	·	1	30	·	-5	19
CCCCN(CCCNC(=O)c1ccc2nc(N3CCOCC3)sc2c1)Cc1ccccc1	2	-1.5	-31	-14	-5	-5	51	6	-1	-19	1
Cc1cc(C)cc(NC(=O)CN2CCN(CCN=CC3=C(O)CC(C)(C)CC3=O)CC2)c1	-4	-0.1	8	-18	13	-4	7	6	-4	-3	-9
COc1ccc(N2C(=O)C3CCCN3C2c2ccc(C)cc2)cc1 (stereo not given)	11	-1.7	-6	-7	-7	3	-10	-23	2	4	2
O=C(CC1C(=O)NCCN1Cc1c(F)cccc1Cl)NCCCn1cccn1 (stereo not given)	-2	-0.3	-2	-11	19	-9	5	5	-1	2	20
CS(=O)(=O)Cc1ccc(C(=O)Nc2cccc(-c3nc4ccccc4[nH]3)c2)cc1	-3	0.3	3	-6	-54	-18	-1	-75	-1	0	22
CC(C)(C)n1nc2c(c1NC(=O)Cc1ccc(F)cc1)CSC2	-19	0.8	·	8	17	5	-7	7	0	26	-13
C=CCNC(=O)CCCc1ccccc1	-8	-1.4	-8	-3	-6	-1	-28	0	1	7	3
CN1/C(=C\C=C(C#N)C#N)C(C)(C)c2ccccc21	-232	-1.5	-5	19	8	-8	-1	16	4	-4	2
Clc1ccc(C2=NNC(=NCc3ccccc3)SC2)cc1	-4	0.4	-55	-22	-73	14	-21	-175	-3	10	-6
CC1CCCC(C)N1/N=C/c1cc(Br)cc(Br)c1O (stereo not given)	20	-0.1	-5	-14	8	5	-29	7	-1	10	-11
COc1ccc(-n2c3c(c(=O)[nH]c2=O)C(NS(=O)(=O)c2ccc(Cl)cc2)(C(F)(F)F)C(=O)N3)cc1 (stereo not given)	8	0.6	-2	9	15	-6	1	5	-1	-4	-4
O=C(CCCCCn1c(=O)[nH]c2ccsc2c1=O)NCc1cccs1	11	-0.5	-23	-4	0	18	5	14	0	-6	13
Cc1ccc(C(=O)COC(=O)c2ccc(Cl)c(N)c2)s1	-9	1.6	-37	-3	-60	-7	-153	-128	0	-10	-2
CCOC(=O)CNC(=O)N(C)[C@H]1C[C@H]2c3[nH]c4ccccc4c3CCN2C(=O)[C@H]1[C@H](C)O	10	1.8	·	2	-15	·	-8	7	·	-14	-32
O=C(COc1ccccc1)NCC(c1cccs1)N1CCOCC1 (stereo not given)	12	0.9	5	-18	-3	3	6	-9	-1	9	-31
COc1ccc(NC(=O)C23CC4CC(C2)CC(c2ccccc2)(C4)C3)c(OC)c1	14	-0.7	3	-15	23	-14	16	27	1	-4	4
COc1cc(OC)c(CN2CCc3c([nH]c4ccccc34)C2)cc1Br	24	-0.6	17	7	21	75*	19	21	0	-5	13
CCOC(=O)C1CCCN(C(=O)c2ccc(CNS(=O)(=O)c3ccc(C)cc3)cc2)C1 (stereo not given)	-1	0.2	-20	-25	4	-7	3	0	4	0	7
CCN(CC)C(=O)Nc1ccccc1C	4	-0.2	7	-9	10	4	20	12	2	4	-29
Cc1cc2oc(=O)cc(-c3cc4ccccc4o3)c2cc1O	-50	0.1	0	-3	-44	3	-7	-17	-2	18	22
Cc1c(C(=O)NCc2cccs2)oc2ccccc12	-26	1.5	-27	-26	-135	-9	17	-59	-2	-3	-5
COc1ccc(CN2C(=O)NC(C)(c3ccc(C)cc3)C2=O)cc1F (stereo not given)	21	-0.4	-7	-12	6	10	12	-4	2	3	-18
O=C(c1ccccc1Cl)N1CCn2c1nc1ccccc12	6	-0.5	19	1	7	-9	5	8	3	3	-6
COc1ccc(C2C3=C(CCCC3=O)Nc3n[nH]c(C)c32)cc1OC (stereo not given)	11	-0.6	7	-19	24	-6	8	6	4	0	-4

Compound activity deposited in PubChem BioAssay by several laboratories.
